# SENP1 inh: inhibitors of human SENP1 SUMO protease catalytic domain. recombinant SENP1 catalytic domain, CyPet-SUMO1-YPet FRET cleavage. AID 624204. 0.21% of 360,000 active. Q9P0U3. inhibition, % at 10 µM;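 active = inhibition at least 30% at 10 µM, raw YFP signal under a set limit, fluorescence ratio 0.5 to 1.5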;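 also: 0% = enzyme with DMSO and 100% = no enzyme wells; some results filed as inactive read as strong as hits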
# Target sequence (Q9P0U3 419-644 limits assumed): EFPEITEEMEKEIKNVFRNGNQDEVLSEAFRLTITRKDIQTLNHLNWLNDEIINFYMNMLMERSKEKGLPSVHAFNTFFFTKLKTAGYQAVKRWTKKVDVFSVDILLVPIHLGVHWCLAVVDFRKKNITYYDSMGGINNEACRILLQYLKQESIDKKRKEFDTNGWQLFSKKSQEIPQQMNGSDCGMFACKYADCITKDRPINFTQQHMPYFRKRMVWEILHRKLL
#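 Assay system – human recombinant His6-tagged SENP1 catalytic domain enzyme · Input – SENP1 enzyme, 20 pM final · Buffer or medium – Tris pH 8 buffer plus EDTA, NaCl, BME, BSA, NP40, catalase · Schedule – 50 min reaction at room temperature · Technique – FRET read of cyan and yellow fluorescence · Control set – no-enzyme wells low, DMSO-plus-enzyme wells high control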
# APOBEC3G inh: APOBEC3G (human) deaminase inhibition. inhibition, % at 20 µM. AID 493012. Q9HC16. 0.28% of 330,000 active. recombinant A3G, ssDNA deamination FAM/TAMRA fluorescence;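 active = inhibition of at least 40% at 20 µM, with no more than 30% in the related APOBEC3A deaminase screen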;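 also: plate controls were DMSO wells with A3G for no effect and wells lacking A3G enzyme for full effect; some compounds called inactive have numbers as strong as hits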
# SENP7 inh: SENP7 protease inhibition; Q9BQF6; recombinant SENP7, Z-RLRGG-aminoluciferin luminescence, 40 min; inhibition, % at 5 µM; 1.5% of 330,000 active; AID 434973;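 active = inhibition above about 50% at the single test dose, limit read from the data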;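 also: plate controls were DMSO with enzyme for no effect and no enzyme buffer wells for full effect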
# SENP8 block-1: blocks the human protease SENP8; Q96LD8; purified SENP8, Z-RLRGG-aminoluciferin cleavage, luminescence; inhibition, % at 10 µM; 1.2% of 330,000 active; AID 2540; in the data active = inhibition above about 50%
# Target sequence (Q96LD8 whole entry, looked up): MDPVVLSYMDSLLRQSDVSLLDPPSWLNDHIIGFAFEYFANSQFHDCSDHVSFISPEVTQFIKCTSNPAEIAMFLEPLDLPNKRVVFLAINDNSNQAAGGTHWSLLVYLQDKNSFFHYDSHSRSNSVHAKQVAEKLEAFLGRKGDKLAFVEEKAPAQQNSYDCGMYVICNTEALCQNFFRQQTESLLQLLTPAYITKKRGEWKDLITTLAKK
# UBC13 polyUb: human UBC13 polyubiquitination inhibition | inhibition, % at 20 µM | 0.47% of 330,000 active | UBC13 polyubiquitin chain formation, TR-FRET | P61088; in the data active = inhibition above about 45%, passing the limit was not always enough
# Target sequence (P61088 whole entry, looked up): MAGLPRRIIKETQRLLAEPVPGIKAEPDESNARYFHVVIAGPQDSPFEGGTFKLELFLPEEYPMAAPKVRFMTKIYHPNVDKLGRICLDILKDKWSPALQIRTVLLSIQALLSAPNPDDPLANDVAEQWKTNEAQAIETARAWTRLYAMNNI
# Apaf1 inhib: blocks human Apaf-1 apoptosome activity. reconstituted apoptosome caspase-3 activity, DEVD-Rh110 fluorescence. O14727. 0.71% of 330,000 active. inhibition, % at 20 µM; active = inhibition of at least 40% at 20 µM;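 also: plate controls were DMSO wells for no effect and DEVD-CHO caspase inhibitor wells for full effect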
#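 System: reconstituted apoptosome with Apaf-1, cytochrome c, caspase-9, procaspase-3, dATP; Signal: Rh110 fluorescence intensity; Schedule: 30 min compound preincubation, 50 min activation, room temperature; Reagent: cytochrome c trigger plus (Z-DEVD)2-Rh110 caspase-3 substrate.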
# SENP6 block: SENP6 protease inhibition; Q9GZR1; Recombinant SENP6 catalytic domain, aminoluciferin luminescence; inhibition, % at 10 µM; 1.8% of 330,000 active;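 active = inhibition above about 50% at the single tested dose, limit read from the data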;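 also: plate controls were DMSO wells with enzyme for no effect and DMSO wells lacking enzyme for full effect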
# Target sequence (Q9GZR1 628-1112 limits assumed): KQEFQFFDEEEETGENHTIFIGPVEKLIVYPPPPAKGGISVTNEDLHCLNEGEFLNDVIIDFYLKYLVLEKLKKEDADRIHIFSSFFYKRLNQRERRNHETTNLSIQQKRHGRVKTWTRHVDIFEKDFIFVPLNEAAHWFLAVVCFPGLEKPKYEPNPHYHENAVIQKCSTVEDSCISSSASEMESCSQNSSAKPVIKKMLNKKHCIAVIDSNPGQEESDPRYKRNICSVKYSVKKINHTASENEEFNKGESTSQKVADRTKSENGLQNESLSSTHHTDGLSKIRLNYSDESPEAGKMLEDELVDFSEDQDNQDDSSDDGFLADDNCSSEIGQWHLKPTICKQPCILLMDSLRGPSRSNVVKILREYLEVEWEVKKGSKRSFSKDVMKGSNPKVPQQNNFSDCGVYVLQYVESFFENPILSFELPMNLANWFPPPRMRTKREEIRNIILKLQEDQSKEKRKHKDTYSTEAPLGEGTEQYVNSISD
# SENP8 block-2: blocks human SENP8 cleavage of Nedd8 substrate | Q96LD8 | recombinant SENP8, Nedd8 substrate fluorescence | inhibition, % at 20 µM | 0.64% of 360,000 active | AID 602440; in the data active = inhibition mostly above about 40%, no sharp cut-off; inactive = mostly below about 27%
# * = called active by the depositor; · = no result given.
SMILES,SENP1 inh,APOBEC3G inh,SENP7 inh,SENP8 block-1,UBC13 polyUb,Apaf1 inhib,SENP6 block,SENP8 block-2
CC(=O)c1cccc(Nc2nc(-c3cccc([N+](=O)[O-])c3)cs2)c1,2.9,0.9,-0.6,-2.0,-18.8,6.3,-10.8,19.8
CCS(=O)(=O)C(=C1NCCO1)S(=O)(=O)CC,1.2,-2.9,-0.7,1.7,3.6,-10.6,5.7,18.0
Cc1c(NC(C)C)c(=O)n(-c2ccccc2)n1C,-0.2,-2.4,-6.1,-4.4,-25.6,-1.3,-8.4,0.5
O=C(NCCc1ccc(F)cc1)Nc1ccccc1Cl,1.3,-5.4,-5.0,4.8,10.2,-6.2,-17.1,10.2
CCN(CC)C(=O)Cn1cc(C(=O)C(=O)N2CCN(Cc3ccc4c(c3)OCO4)CC2)c2ccccc21,-2.3,-7.6,-5.3,2.3,-1.6,0.1,-5.2,0.0
COc1ccc(/C=N/NC(=O)c2cccc(S(=O)(=O)N3CCCC3)c2)cc1O,-0.1,-5.9,-10.8,-9.8,-17.1,1.5,-12.4,-29.0
CCOc1ccc(-c2nnc3ccc(SCC(=O)Nc4cc(C)on4)nn23)cc1,-1.9,0.0,-8.6,-11.1,-6.9,-5.2,-1.4,-118.2
CCN1CCN(c2ccc(S(=O)(=O)N3CCOCC3)cc2NC(=O)/C=C/c2ccc(OC)c(OC)c2)CC1,2.4,-0.5,-4.8,-8.4,-2.3,1.5,-1.3,-94.4
NC(=O)c1ccc(N=Nc2c(O)c3ccccc3[nH]c2=O)cc1,·,-9.8,-3.2,-8.4,-47.0,9.0,-8.6,·
CC(C#N)(NC(=O)COC(=O)c1ccccc1NCCO)C1CC1 (configuration not stated),-7.0,-1.8,-5.3,-14.1,12.2,7.9,-13.3,-423.5
COc1ccc2sc(-c3ccccc3OC)c(C#CCCO)c2c1,0.8,-1.0,8.6,-2.9,4.8,20.3,9.8,-107.6
Cc1cccc(C)c1Nc1nnc(SCC(=O)NCCCN2CCCC2=O)s1,2.1,-6.0,-3.4,-1.6,6.1,-3.1,2.5,6.1
CN(CC(=O)NCc1ccc(Cl)cc1)S(=O)(=O)c1cccc2nsnc12,-0.4,-3.2,-2.8,-7.3,-5.5,3.8,-13.1,26.3
CC(C)(C)OC(=O)NCCCCCNC(=O)c1[nH]cnc1C(=O)Nc1ccon1,0.6,-8.5,3.8,3.4,-0.2,-5.6,5.9,22.8
COc1ccccc1NC(=O)N1CCc2[nH]c3ccc(F)cc3c2C1,-16.0,2.7,5.4,8.3,-3.1,0.2,19.2,-9.8
CCOC(=O)NC(Nc1cc(C)on1)(C(F)(F)F)C(F)(F)F,0.2,-2.1,-5.1,-8.6,-1.7,-1.5,6.5,7.7
COc1ccc(S(=O)(=O)NCCC(=O)NCc2ccc(F)cc2)cc1,0.4,4.3,-1.6,-0.1,-7.3,4.7,5.2,11.6
NS(=O)(=O)c1ccc(CNC(=O)C2CCCN2C(=O)c2cccs2)cc1 (configuration not stated),-0.9,-1.4,0.7,1.6,-6.5,1.7,-10.6,-4.4
CCN(CC)S(=O)(=O)c1cccc(NC(=O)COC(=O)c2cc(C)oc2C)c1,1.9,-2.4,2.9,4.1,0.8,13.5,-6.5,0.5
CCOC(=O)c1cnc(SC)nc1Oc1cccc(NC(=O)c2cccc(Cl)c2Cl)c1,0.1,-11.1,4.4,-1.1,-12.9,9.5,-5.8,11.1
Cc1cc(C)cc(NC(=O)Cn2cnc3c(nnn3Cc3ccc(F)cc3)c2=O)c1,0.3,-0.1,11.3,7.0,0.4,-5.4,29.5,5.1
O=C(CN1C(=O)C2C3C=CC(C3)C2C1=O)OCC(=O)c1ccccc1 (configuration not stated),3.1,-5.8,1.4,0.3,-2.7,-2.5,-8.6,13.2
COc1ccc(CCNC(=O)CCN2C(=O)[C@@H]3Cc4ccccc4CN3C2=O)cc1,1.8,-1.7,-1.1,9.3,0.8,9.1,-5.8,1.8
CC(C)[C@H](NC(=O)[C@H](CCCN=C(N)N)NC(=O)NC(Cc1ccccc1)C(=O)O)C(=O)NC(C=O)CCCN=C(N)N (some centres not stated),-0.6,-6.6,-1.1,10.7,1.5,-9.8,3.6,-6.6
COc1cccc(OC)c1C(=O)NC(=S)Nc1cccc(NC(=O)c2ccco2)c1,0.0,-7.6,-0.8,-8.4,4.6,10.0,-3.2,7.1

# Some values from the results shown.
# Entry of `COc1ccccc1NC(=O)N1CCc2[nH]c3ccc(F)cc3c2C1` under SENP8 block-1: 8.3
# Entry of `COc1cccc(OC)c1C(=O)NC(=S)Nc1cccc(NC(=O)c2ccco2)c1` under SENP7 inh: -0.8
# Entry of `CCOC(=O)NC(Nc1cc(C)on1)(C(F)(F)F)C(F)(F)F` under Apaf1 inhib: -1.5
# Entry of `CCS(=O)(=O)C(=C1NCCO1)S(=O)(=O)CC` under UBC13 polyUb: 3.6
# Entry of `CCN1CCN(c2ccc(S(=O)(=O)N3CCOCC3)cc2NC(=O)/C=C/c2ccc(OC)c(OC)c2)CC1` under APOBEC3G inh: -0.5

# Further structures
SMILES,SENP1 inh,APOBEC3G inh,SENP7 inh,SENP8 block-1,UBC13 polyUb,Apaf1 inhib,SENP6 block,SENP8 block-2
COc1ccc2cc(C3(C)NC(=O)N(CC(=O)NCC(F)(F)F)C3=O)ccc2c1 (configuration not stated),0.6,-7.7,-9.6,-6.8,5.5,-2.2,2.0,11.3
Cc1c(C=O)c2ccccn2c1C(=O)c1cccc([N+](=O)[O-])c1,2.2,-7.2,9.7,-5.3,9.3,2.1,-11.2,23.7
CN(C)S(=O)(=O)c1ccc(NC(=O)CN2CCc3ccccc32)cc1,-6.6,-5.3,2.8,-4.8,-6.0,-1.0,1.4,-5.6
O=C(Nc1nccs1)c1ccc(COc2ccc(Cl)cc2)o1,-4.1,-0.6,8.8,1.0,15.2,2.3,-0.3,-1.6
CCOc1ccc(S(=O)(=O)N2CCCCC2)cc1NC(=O)CC1OC(=O)c2ccccc21 (configuration not stated),1.3,-6.6,-5.6,1.5,-6.1,7.5,-11.6,5.9
Cc1ccc(C)c(CSc2nnc(CCN)o2)c1,-0.1,1.5,1.2,5.8,7.3,-4.1,0.0,16.4
O=C(NCc1nc(-c2ccc(Cl)cc2)no1)c1ccco1,-1.7,0.3,2.6,-7.5,-2.6,6.9,-2.0,-1.0
Cc1c(NC(=O)CN2CCN(C(c3ccccc3)c3ccccc3)CC2)c(=O)n(-c2ccccc2)n1C,2.2,-3.4,-0.5,-3.4,-10.4,8.2,7.0,21.7
CC(=O)Oc1ccc(N(C(C)=O)S(=O)(=O)c2cc([N+](=O)[O-])ccc2C)cc1,0.6,-7.6,4.1,0.8,-0.4,-3.8,8.1,5.5
COc1cccc(C(=O)N(c2ccc(C)cc2)C2C=CS(=O)(=O)C2)c1 (configuration not stated),0.4,-4.6,5.1,-2.5,-0.2,7.3,-14.7,15.9
COCCNC(=S)N/N=C(\C)c1ccc(-n2ccnc2)cc1,0.2,-5.0,2.7,-15.1,-1.8,-10.9,-6.5,5.0
Nc1ccc2nn(-c3ccc(F)cc3)nc2c1,-25.0,-7.7,56.7*,83.9*,-1.5,87.9*,88.4*,-435.0
CCOC(=O)N1CCN(CC(O)COCC2=CCC3CC2C3(C)C)CC1 (configuration not stated),-1.4,-6.1,11.6,-3.9,-7.4,2.0,-2.0,8.9
COc1ccc(OC)c(N2CC(O)(c3ccccc3)[N+]3=C2SCCC3)c1 (configuration not stated),4.6,2.5,-12.7,-10.3,-2.1,7.0,-20.7,37.2
COCCNC(=O)c1cccc(S(=O)(=O)N2CC3(C)CC2CC(C)(C)C3)c1 (configuration not stated),1.9,-1.9,13.5,-11.8,-5.8,0.7,-11.7,7.8
O=C(O)CCN1Cc2ccccc2C1=O,-1.3,-3.6,-1.4,-4.8,9.2,-1.7,7.1,20.0
C=C1CCC[C@]2(C)C[C@H]3OC(=O)C(CNCC(C)C)[C@H]3CC12 (some centres not stated),1.5,-4.8,1.7,6.8,0.8,6.0,-16.4,20.9
CCOC(=O)CN1C(=O)C(=O)N(Cc2c(Cl)cccc2Cl)C1=O,1.8,-15.4,-1.0,-4.1,2.1,9.4,-22.2,19.7
COc1cc(NC(=O)CN(C)Cc2ccc(OC(F)F)cc2)c(C)cc1[N+](=O)[O-],1.0,-5.0,8.9,15.2,8.6,15.2,-11.2,18.5
Cc1ccsc1C(=O)N1CCc2ccccc2C1,-1.2,-0.1,3.4,-8.1,4.9,2.9,-6.6,1.4
O=C1NC[C@H](c2ccccc2)OC(=O)[C@@H](Cc2ccc(F)cc2)CC/C=C/C[C@H]1CC(=O)N(CCO)Cc1ccccc1,2.9,-7.3,-6.8,-7.1,-10.4,25.4,-6.7,19.5
O=C(OCc1nc2ccsc2c(=O)[nH]1)c1ccc(Cl)s1,-14.3,9.3,3.8,-1.4,4.3,0.2,-22.1,-15.9
CC(=O)C1=C(O)C(=O)N(c2ccc(O)cc2)C1c1ccccc1[N+](=O)[O-] (configuration not stated),0.8,-4.4,2.6,17.4,-14.1,3.3,4.7,-27.1
COc1ccc(S(=O)(=O)N2CCC(N3CCCC3)CC2)cc1,1.3,-7.6,14.6,-5.8,-2.7,-5.1,-2.4,-2.0
COc1ccc(CCN2CC(C(=O)O)CC2=O)cc1 (configuration not stated),2.3,-8.1,5.9,-1.5,18.2,-18.7,-11.1,19.2

# A run of entries from the list above, for reference:
SMILES,SENP1 inh,APOBEC3G inh,SENP7 inh,SENP8 block-1,UBC13 polyUb,Apaf1 inhib,SENP6 block,SENP8 block-2
O=C(O)CCN1Cc2ccccc2C1=O,-1.3,-3.6,-1.4,-4.8,9.2,-1.7,7.1,20.0
C=C1CCC[C@]2(C)C[C@H]3OC(=O)C(CNCC(C)C)[C@H]3CC12 (some centres not stated),1.5,-4.8,1.7,6.8,0.8,6.0,-16.4,20.9

# (list continues)
SMILES,SENP1 inh,APOBEC3G inh,SENP7 inh,SENP8 block-1,UBC13 polyUb,Apaf1 inhib,SENP6 block,SENP8 block-2
CCOc1ccc(C(=O)Nc2ccncc2)cc1,3.1,-5.4,-6.4,-24.6,1.6,-5.2,-26.0,12.6
Cc1cc(Br)ccc1N=C1NC(=O)CS1,-1.0,-6.9,-3.8,11.8,-1.9,-12.4,8.2,19.9
COc1ccccc1Nc1nc(NCCCCO)nc(N2CCCC2)n1,1.2,-7.2,11.1,-10.4,7.9,2.8,-8.5,11.7
Cc1ccc(C)c(NC(=O)Cc2ccc(S(=O)(=O)N3CCCCC3)s2)c1,0.2,-1.3,1.3,7.1,9.5,-0.6,2.0,3.2
COc1ccccc1C(=O)Oc1cc(N)n(S(=O)(=O)c2ccc(C)cc2)n1,3.2,0.7,-4.4,-4.2,4.7,1.6,-10.0,14.1
Cc1ccc(C(=O)O)c(C(=O)Nc2nc3ccccc3s2)c1,2.4,-8.8,-1.7,67.2*,5.4,-2.5,69.2*,15.9
CC(C)COc1ccc(Br)cc1CNC(C)(C)C,1.5,6.3,6.4,0.0,3.8,-12.0,9.4,33.1
O=C(CC1C(=O)NCCN1C(=S)Nc1ccccc1)Nc1ccc(F)cc1 (configuration not stated),1.2,-0.4,-4.8,-6.5,-5.0,0.7,-7.4,19.9
CCOC(=O)C(Cc1ccc(N)cc1)N1C(=O)c2ccccc2C1=O (configuration not stated),0.5,-6.7,1.6,14.4,4.4,3.8,-6.5,20.6
CCOC(=O)[C@@H]1[C@H]2COc3ccccc3[C@@H]2N2C(=O)N(c3cccc(C)c3)C(=O)[C@]12C,2.5,-10.0,-4.5,-5.0,0.6,2.9,-11.0,7.1
CN(C)S(=O)(=O)N1CCc2ccc(NC(=O)C3CCCO3)cc2C1 (configuration not stated),-5.0,-8.2,2.9,-12.6,-1.5,3.5,-4.6,-14.4
O=C(CCC1CCCN(C(=O)c2cncs2)C1)NCc1ccc(F)c(F)c1 (configuration not stated),1.4,-5.5,-2.9,-1.4,-6.0,4.2,-13.9,-9.5
CC(=O)Nc1ccc(C(=O)OCC(=O)Nc2c(F)cccc2F)cc1,-1.0,-2.4,-3.4,-0.3,1.0,0.9,3.0,10.8

# Screening results as filed in PubChem.
